# uPA generation = cell surface uPA generation inhibition; AID 540303; 330,000 compounds, 0.31% hits; cell surface uPA generation assay, qHTS; Potency, µM (titrated, usually from 38.3 µM), for the others: at the highest dose activity change, negative = inhibition, actives largely listed as inhibitors; active = well fitted inhibition curve with a large enough effect; inconclusive = small, poorly fitted or top-dose-only effect; inactive = no such curve, though single readings can be large or run the other way; tested in mouse RAW 264.7 cells; note: % is set by controls: 0 for no effect and ±100 for the full control effect; nearly all actives have a fitted effect of over 55% in size
# p53 reactivator = re-activators of mutant p53; H1299 p53-A138V BP100-luciferase reporter, luminescence, 24 h; Potency, µM (doses to about 92.2 µM), without a hit: at the highest dose activity change, positive = activation, hits mostly activators; 320,000 compounds, 0.063% hits; note: % of control where 0% means no effect; nearly all actives have a fitted effect of over 45% in size
#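 p53-null H1299 cells stably carrying temperature-sensitive p53-A138V and a BP100-luciferase reporter were pinned with compounds (4-point, 1:5 series) and held 24 hrs at 37 deg C. Luminescence was read 10 min after detection reagent.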
# BRCA1 expr up = BRCA1 expression activation | AID 624202 | MCF7-BRCA1-FFLuc reporter, luminescence, 48 h; response scale: scaled: vehicle 0%, 10 µM genistein 100% | Potency, µM (titrated, usually from 46.1 µM), for inactives: top-dose activation, hits mostly activators | 380,000 compounds, 1.1% hits; note: nearly all actives have a fitted effect of over 80% in size; some results filed as inactive show a strong effect at the top dose
#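 Compounds are tested at multiple concentrations on MCF7 BRCA1-luciferase reporter cells seeded at 2000 per well; after 48 h, a single luminescence end-point is taken and curves fitted to the normalized data.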
# FLuc counter = firefly luciferase modulation, counter-screen for miR-21 project | P08659 | purified FLuc, Km substrates, luminescence inhibition | Potency, µM (titrated, usually from 57.5 µM), for inactives: top-dose activity change, negative = inhibition, usual class: inhibitors | 360,000 compounds, 6.9% hits;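 note: plate controls were vehicle for no effect and reference inhibitor for full effect; nearly all actives have a fitted effect of over 55% in size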
# Target sequence (P08659 whole entry, looked up): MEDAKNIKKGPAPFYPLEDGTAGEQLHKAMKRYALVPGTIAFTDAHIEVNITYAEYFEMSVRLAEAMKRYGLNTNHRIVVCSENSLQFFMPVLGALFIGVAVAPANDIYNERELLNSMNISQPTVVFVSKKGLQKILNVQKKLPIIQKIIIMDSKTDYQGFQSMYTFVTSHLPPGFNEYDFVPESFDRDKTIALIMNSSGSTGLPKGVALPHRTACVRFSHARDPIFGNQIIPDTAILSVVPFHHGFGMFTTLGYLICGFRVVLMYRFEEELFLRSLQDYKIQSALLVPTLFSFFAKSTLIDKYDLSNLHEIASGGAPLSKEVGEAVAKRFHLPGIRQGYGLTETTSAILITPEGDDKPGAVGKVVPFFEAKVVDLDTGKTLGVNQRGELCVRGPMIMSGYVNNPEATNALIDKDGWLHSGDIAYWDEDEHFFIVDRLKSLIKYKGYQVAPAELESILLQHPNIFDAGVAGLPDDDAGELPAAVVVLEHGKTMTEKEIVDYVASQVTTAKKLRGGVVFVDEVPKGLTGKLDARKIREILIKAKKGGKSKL
#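 Purified P. pyralis luciferase, 10 nM final, with Km-level 10 uM D-luciferin and 10 uM ATP in 50 mM Tris acetate pH 7.5, 10 mM Mg acetate, 0.01% Tween-20, 0.05% BSA; 6-point qHTS titration about 60 µM downward; luminescence read.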
# RORg inh = inhibitors of mouse ROR gamma transcriptional activity; P51450; Drosophila S2 Gal4-RORgamma UAS-luciferase reporter, 20 h; Potency, µM (titrated, usually from 53.6 µM), without a hit: at the highest dose activity change, negative = inhibition, hits mostly inhibitors; 310,000 compounds, 5.4% hits; AID 2551; note: % is set by controls: 0 for no effect and ±100 for the full control effect; nearly all actives have a fitted effect of over 60% in size
# Target sequence (P51450 whole entry, looked up, the tested form may be a part): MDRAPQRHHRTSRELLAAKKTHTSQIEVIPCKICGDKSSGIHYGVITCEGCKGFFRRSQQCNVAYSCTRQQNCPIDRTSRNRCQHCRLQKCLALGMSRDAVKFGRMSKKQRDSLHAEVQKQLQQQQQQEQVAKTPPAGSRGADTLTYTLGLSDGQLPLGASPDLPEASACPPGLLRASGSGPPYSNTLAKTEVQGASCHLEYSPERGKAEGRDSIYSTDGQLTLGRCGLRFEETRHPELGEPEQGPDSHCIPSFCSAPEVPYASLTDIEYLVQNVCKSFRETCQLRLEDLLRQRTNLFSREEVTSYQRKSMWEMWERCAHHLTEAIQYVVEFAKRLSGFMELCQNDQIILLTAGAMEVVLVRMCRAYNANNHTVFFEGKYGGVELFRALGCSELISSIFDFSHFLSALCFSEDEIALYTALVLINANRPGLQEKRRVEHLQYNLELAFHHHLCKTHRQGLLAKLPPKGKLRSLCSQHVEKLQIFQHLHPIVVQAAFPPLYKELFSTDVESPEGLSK
#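 Luciferase reporter read in Schneider cells carrying Gal4-RORγ (mouse) and UAS-Photinus luciferase; cells given compound 1 h before 700 uM copper sulfate induction, then incubated 20 h at ambient temperature.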
# NPC1 prom act = activators of NPC1 promoter | 320,000 compounds, 2.4% hits | Potency, µM (doses to about 9.22 µM), without a hit: at the highest dose activation, most hits filed as activators | Huh7 NPC1 promoter luciferase reporter, 24 h | AID 485313;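 note: % of control where 0% means no effect; nearly all actives have a fitted effect of over 60% in size; reporter is driven by a mutant NPC1 promoter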
#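 Compounds in DMSO were transferred onto Huh7 NPC1-luciferase reporter cells pre-incubated 2 h; after 24 h at 37 °C, Amplite reagent was dispensed and luminescence recorded 10 min later.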
# ELG1 genotoxic = genotoxicity induction in ELG1-luciferase HEK293T cells | HEK293T ELG1-luciferase reporter, luminescence, 16 h | Potency, µM (doses to about 46 µM), for inactives: at the top dose activity change, positive = activation, most hits filed as activators | AID 504466 | 330,000 compounds, 1.3% hits; note: % of control where 0% means no effect; nearly all actives have a fitted effect of over 60% in size
#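 DMSO vehicle served as control against compound-treated ELG1-luciferase HEK293T cells; exposure lasted 16 hr at 37 °C and 5% CO2, followed by ONE-Glo luminescence detection after 30 min.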
# MBNL1-CUG inh = blocks human MBNL1 binding to CUG repeat RNA; 280,000 compounds, 0.036% hits; TR-FRET MBNL1-His/biotin-(CUG)12 binding, 665/545 ratio; Q9NR56; Potency, µM (top dose mostly 57.5 µM), for inactives: at the top dose activity change, negative = inhibition, most hits filed as inhibitors; active = well fitted inhibition curve with a large enough effect in the signal ratio, with a control signal flat, not every such curve was filed as active; inconclusive = small, poorly fitted or top-dose-only effect, or effect the other way, or a change in a side signal; inactive = no such curve, though single readings can be large or run the other way; the % refers to the signal ratio; note: % is set by controls: 0 for no effect and ±100 for the full control effect
#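 TR-FRET between His-tagged MBNL1 and biotin-(CUG)12 RNA, detected with Tb anti-His antibody (0.055 ng/ul) and streptavidin-XL665 (5 nM), 60 min at room temperature. Compounds titrated 92 nM to 58 uM; 665/545 nm ratio normalized to buffer and complex controls.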
# Gal4-VP16 FLuc = Gal4-VP16 reporter inhibition counter-screen | Drosophila S2 Gal4-VP16 UAS-luciferase, luminescence, 20 h | Potency, µM (series often up to 53.6 µM), for the others: at the highest dose activity, negative = inhibition, most hits filed as inhibitors | 310,000 compounds, 3.5% hits | AID 2546;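 note: Gal4-VP16 expression switched on by copper sulfate through the metallothionein promoter; % is set by controls: 0 for no effect and ±100 for the full control effect; nearly all actives have a fitted effect of over 50% in size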
# Rab9 promoter act = activates the Rab9 promoter; Potency, µM (series often up to 9.22 µM), inactives show at the highest dose activation, negative = inhibition, hits mostly activators; Huh7 Rab9 promoter-luciferase reporter, luminescence, 24 h; AID 485297; 320,000 compounds, 2.8% hits; note: % of control where 0% means no effect; nearly all actives have a fitted effect of over 60% in size
#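 Steps: seed 1500 Huh7 Rab9-luc cells per well, rest 2 h at 37 °C; add compound in DMSO; incubate 24 h; add luciferase reagent, 10 min ambient; read luminescence.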
# Starred values were filed as active, the others as inactive; ? = inconclusive; nt = no result given; & = joins results of further samples; [ ] = another dose, or the depositor's remark. Unless noted, calls come from the whole dose curve; as a rule, active = well fitted curve in the direction sought with a large enough effect; inconclusive = small, poorly fitted or top-dose-only effect, or another doubt; inactive = no such curve, though single readings can be large; an effect the other way counts as inactive or inconclusive. Potency is the fitted concentration of half-maximal effect.
no.	compound	uPA generation	p53 reactivator	FLuc counter	NPC1 prom act	Gal4-VP16 FLuc	RORg inh	ELG1 genotoxic	BRCA1 expr up	Rab9 promoter act	MBNL1-CUG inh
1	Cc1cc(C(F)(F)F)nn1CC(=O)Nc1ccc(Br)c2cccnc12	1%	-1%	1%	-3%	-8%	-22%	-5%	-47%	-2%	7%
2	Cc1ccc(N=C2NC(=O)c3cc([N+](=O)[O-])ccc32)cc1	3%	15%	1%	0%	11%	-30%	1%	19%	-6%	?
3	NC(N)=NC(N)=Nc1ccccc1	1%	3%	0%	0%[46.1 µM]	5%&8%	-22%&7%	-2%	4%	-2%[46.1 µM]	nt
4	CCCCNC(=O)CNC(=O)c1nn(-c2ccc(OC)cc2)c(=O)c2ccccc12	6%	2%	1%	0%	-4%	35%	0%	2%	-2%	?
5	O=C(NCCOc1ccc(Cl)cc1)C1CC(=O)N(c2ccc3c(c2)OCCO3)C1 (stereo unspecified)	18%	-15%	4%	-3%	nt	nt	-1%	11%	0%	nt
6	O=C(c1ccco1)N1N=C(c2cccs2)CC1c1ccco1 (stereo unspecified)	8%	-6%	-18%	-4%	2%	18%	-3%	17%	-6%	-2%
7	O=C(NC1CCSC1=O)c1ccc(Cl)cc1 (stereo unspecified)	nt	-4%	-6%	0%	8%	0%	3%	-2%	-5%[1.84 µM]	3%
8	CCOc1ccc(Br)cc1S(=O)(=O)Nc1ncn[nH]1	0%	-2%	-1%	0%	0%	-2%	0%	-12%	-5%	4%
9	O=C(NC1CC(=O)N(c2ccc(Cl)cc2)C1)C1CC1 (stereo unspecified)	2%	-4%	-2%	0%	nt	nt	0%	6%	-4%	nt
10	CSc1ccccc1C(=O)Nc1nc2ccccc2c(=O)[nH]1	-1%	4%	19µM*	24%	?	44%	6%	11µM*	2.8µM*	0%
11	CCc1ccc(OCc2nnc(SCC(=O)NC3CCCCC3)o2)cc1	-1%	8%	11µM*	-1%	-6%	16%	2%	9%	1%	-3%
12	CC(C)c1ccc(CN2CCSCC2)cc1	1%	22%	-6%	1%	0%	-1%	-3%	-11%	0%	-8%
13	O=C(NC1CC1)c1c(O)c2ccccc2[nH]c1=O	4%	10%	-12%	?	-23%	3%	6%	28%	26%	-4%
14	CCCc1[nH]nc2c1C(c1c(C)nn(-c3ccccc3)c1Cl)C(C#N)=C(N)O2 (stereo unspecified)	-4%	-8%	-1%	-2%	7%	33%	-4%	-20%	-5%	-15%
15	O=C(c1ccc(Cl)cc1Cl)c1ncc(C(F)(F)F)cc1Cl	nt	-8%	4%	-6%	2%	0%	0%	2%	2%	5%
16	O=C(NC1CCCCC1)C(=S)N1CCCC1	3%	-1%	-1%	-3%	5%[10 µM]	-8%	0%	10%	-3%	-6%
17	CCC(=O)c1ccc(OCC(=O)Nc2cc(S(=O)(=O)N3CCCCC3)ccc2N2CCN(CC)CC2)cc1	-7%	4%	-5%	-6%	nt	nt	-9%	-30%	-2%	nt
18	COc1cccc(-c2cc(C(=O)Nc3cccnc3)no2)c1	-8%	?	1.3µM*	-2%	-3%	20%	?	-30%	-1%	7%
19	Cc1ccc(-c2nc(CSCC(=O)N3CCN(C(=O)c4ccco4)CC3)c(C)o2)cc1	-22%	-8%	1%	0%	-23%	?	-2%	6%	4%	2%
20	COc1cc(-c2cc(C(=O)Nc3cc(S(=O)(=O)N4CCOCC4)ccc3O)c3ccccc3n2)cc(OC)c1OC	-2%	-8%	nt	nt	nt	nt	-6%	-28%	nt	nt
21	O=C(COC(=O)/C=C/c1ccccc1)NCc1ccccc1Cl	1%	2%	-5%	-3%	0%	1%	1%	-1%	1%	4%
22	O=C(COC(=O)CCC(=O)c1ccc(Cl)cc1)NCCc1ccccc1	4%	-1%	?	-6%	-1%	20%	-3%	-8%	0%	-2%
23	Cc1ccnc(NC(=O)Nc2cccc(F)c2)n1	9%	6%	7.6µM*	2.2µM*	-16%	2%	?	1µM*	1.1µM*	0%
24	CCCCC[C@@H]1C=C(C(=O)O)[C@H](c2ccc(Cl)cc2)N1S(=O)(=O)c1ccc(C)cc1	-2%	-7%	nt	nt	nt	nt	0%	-27%	nt	nt
25	CC(=O)Nc1ccc(S(=O)(=O)N2CCSC2)cc1	1%	nt	-2%	-3%	5%	27%	0%	2%	0%	-4%
26	Cc1ccc(CSCC(=O)NCCCN2CCOCC2)cc1	10%	2%	4%	-6%	-4%	-5%	0%	-16%	10%	3%
27	COc1ccc(OCCCC(=O)OCC(=O)Nc2ncc(Cl)cc2Cl)cc1	0%	3%	-6%	-5%	nt	nt	13%	1%	-1%	nt
28	COc1ccc(C)cc1NS(=O)(=O)c1ccc2c(c1)N(C)CCO2	0%	2%	1%	-3%	-16%	28%	-11%	2%	-3%	-7%
29	Cn1c(NNC(=O)/C=C/c2ccc3c(c2)OCO3)cc(=O)n(C)c1=O	4%	-1%	-5%	0%	0%	26%	-1%	-3%	-3%	?
30	CC(=O)c1c(C)nc(-c2ccc(Cl)cc2)nc1NC(=O)C(C)C	3%	-8%	2%	11%	nt	-18%[0.365 µM]	21%	9%	-2%	-4%
31	Cc1cc(=O)oc2cc(OCCSCCN3CCOCC3)ccc12	-5%	10%	2%	3%	-6%	9%	2%	14%	-12%	3%
32	Cc1noc2ncnc(Oc3ccccc3Cl)c12	-4%	-9%	2%	-6%	-1%	21%	11%	-4%	-6%	4%
33	CCOc1ccc(NC(=O)CN2C(=O)/C(=C3\SC(=S)N(C4CCS(=O)(=O)C4)C3=O)c3ccccc32)cc1 (stereo unspecified)	3%	5%	5%	-14%	0%	7%	0%	-24%	-18%	0%
34	CC(C)(C)OC(=O)NCCC(=O)Oc1ccc2ccc(=O)oc2c1	-3%	7%	-5%	-2%	-8%	28%	-1%	-5%	-2%	33%[activator]
35	COc1cccc(C(=O)Nc2ccc(Cl)c(C(F)(F)F)c2)c1	1%	15%	21µM*	2%	-14%	164%	1%	85%	?	1%
36	COc1ccc(Cn2c(C)nc([N+](=O)[O-])c2SCC(=O)O)cc1[N+](=O)[O-]	2%	1%	3%	-2%	-12%	-25%	-3%	9%	-1%	?
37	CC(=O)c1cccc(N(C(=O)Cn2nnc3ccccc32)C(C(=O)NCC2CCCO2)c2ccc(N3CCOCC3)cc2)c1 (stereo unspecified)	4%	1%	1%	-3%	-1%	2%	1%	-24%	-2%	5%
38	Cc1ccc(-n2ccc(=O)c(-c3ccnc(SCc4cccc(Cl)c4)n3)n2)cc1	5%	-3%	-3%	5%	-9%	0.28µM*	-2%	-40%	-1%	139%[activator]
39	COc1ccccc1NC(=O)Cn1c(=O)oc2ccccc21	11%	-3%	-2%	1%	17%	8%	-1%	8%	-1%	-5%
40	CC(C)(C)c1ccc(S(=O)(=O)Nc2ccccn2)cc1	-13%	-3%	-19%	0%	5%	10%	-1%	-16%	-4%	-2%
41	CSc1ccc(NC(N)=S)cc1	?	1%	-1%	-5%	2%	-29%	0%	10%	-12%	-3%
42	COc1ccc(S(=O)(=O)N2CCCC(C(=O)N3CCOCC3)C2)cc1OC (stereo unspecified)	-2%	0%	0%	-3%	-2%	2%	-4%	-14%	3%	2%
43	O=C1Cc2cc(NS(=O)(=O)c3ccc(Cl)cc3)cc3c2N1CCC3	5%	-5%	-1%	-2%	nt	nt	5%	-36%	-5%	nt
44	Cc1nc(C)n(CCNS(=O)(=O)c2ccc(C)c(C)c2)n1	-1%	1%	-2%	-1%	-1%	34%	1%	3%	2%	-5%
45	O=c1cc(CO)oc2ccccc12	-10%	4%	nt	nt	nt	nt	2%	-2%	nt	nt
46	CC(C)(O)C#Cc1ccc(C(=O)NCCc2ccc(S(N)(=O)=O)cc2)cc1	5%	-5%	-1%	-1%	0%	10%	-2%	4%	8%	-4%
47	CCCCOC(=O)C1C2C=C[C@]3(CN(CCCOC)C(=O)[C@H]13)O2 (stereo partly specified)	6%	-3%	5%	2%	-9%	-9%	-8%	7%	10%	-6%
48	CN(Cc1ccccc1)C(=O)COc1ccccc1	0%	?	9.5µM*	?	-2%	29%	13%	27%	2.2µM*	5%
49	Fc1cccc2sc(Nc3nc4c(F)cccc4s3)nc12	-5%	27%	4.3µM*	?	?	4.5µM*	3%	11%	?	?
50	O=C(NC(=S)NCC1CCCO1)c1ccc(Cl)cc1 (stereo unspecified)	-7%	?	?	26%	?	11µM*	?	?	20%	nt
51	O=C(NCCNc1cc(Cl)ccc1[N+](=O)[O-])c1ccco1	12%	0%	-20%	11%	-5%	32%	6%	-9%	9%	?
52	O=C(CCNc1cccc(Cl)c1)c1cccs1	nt	23%	?	16%	-3%	25%	8%	1%	26%	-3%
53	COc1ccc(N2CCN(C(=O)Cn3c(=O)c4cccn4c4cccnc43)CC2)cc1	-2%	8%	0%	3%	-9%	5%	-11%	3%	-2%	3%
54	O=C1CCC2CCCCC2(O)O1 (stereo unspecified)	0%	-25%	1%	-5%	-8%	9%	1%	37%	9%	5%
